NPSR antag: qHTS Assay for Antagonists of the Neuropeptide S Receptor: cAMP Signal Transduction; Q6W5P4; CHO-NPSR cells, cAMP TR-FRET, antagonist mode; Potency, µM (top dose mostly 38.3 µM), for the others: at the top dose activity change, negative = inhibition, most hits filed as inhibitors; 220,000 compounds, 1% hits; AID 1461, 2008; further: on the % scale 0 is the no-effect control and ±100 the full control effect; nearly all actives have a fitted effect of over 50% in size; many of its hits are not listed in these tables
Target sequence (Q6W5P4 whole entry, looked up): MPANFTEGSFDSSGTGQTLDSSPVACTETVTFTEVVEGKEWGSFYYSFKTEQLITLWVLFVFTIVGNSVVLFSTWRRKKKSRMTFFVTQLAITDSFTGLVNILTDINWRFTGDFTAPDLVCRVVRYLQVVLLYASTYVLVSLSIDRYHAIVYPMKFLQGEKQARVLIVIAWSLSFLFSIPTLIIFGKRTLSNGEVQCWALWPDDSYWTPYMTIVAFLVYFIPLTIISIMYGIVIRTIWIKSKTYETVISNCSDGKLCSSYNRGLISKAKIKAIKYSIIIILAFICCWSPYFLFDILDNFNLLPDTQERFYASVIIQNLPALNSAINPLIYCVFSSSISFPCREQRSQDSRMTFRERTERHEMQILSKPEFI
GAA spleen mod: qHTS Assay for Inhibitors and Activators of Human alpha-Glucosidase From Spleen Homogenate; Lysosomal alpha-glucosidase (Homo sapiens), P10253; human spleen homogenate, 4-MU-alpha-glucoside fluorescence; Potency, µM (highest dose often 79.9 µM), for inactives: top-dose activity change, negative = inhibition, hits mostly inhibitors; 240,000 compounds, 0.006% hits;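 further: 0% = enzyme with vehicle and -100% = no enzyme basal signal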
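AC50 values come from Hill-equation fits of concentration-response data, normalized to no-enzyme and full-activity controls. Enzyme source: 1 ug human spleen homogenate; 1 mM fluorogenic 4-MU glucoside, pH 5.0 citrate buffer, 37 C, 40 min.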
Epigenetic reg: Quantitative High-Throughput Screen for Regulators of Epigenetic Control; murine LDR cells, GFP reporter derepression, 30 h; Potency, µM (series often up to 53.9 µM), without a hit: at the highest dose GFP activation, most hits filed as activators; 280,000 compounds, 0.2% hits; AID 1865, 2009; further: % of control where 0% means no effect; nearly all actives have a fitted effect of over 60% in size
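Reporter derepression read as number of fluorescent GFP-positive objects, 20-120 um in size, counted by laser-scanning cytometer. Mouse LDR line with an epigenetically silenced CMV-GFP locus; compound incubation 30 h, 37 C.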
ALDH1A1 block: qHTS Assay for Inhibitors of Aldehyde Dehydrogenase 1 (ALDH1A1); Purified ALDH1A1, NADH fluorescence, propionaldehyde substrate; Potency, µM (doses to about 75.3 µM), without a hit: at the highest dose activity, negative = inhibition, most hits filed as inhibitors; 220,000 compounds, 7.3% hits; AID 1030, 2008; active means well fitted inhibition curve with a large enough effect, not every such curve was filed as active; inconclusive means small, poorly fitted or top-dose-only effect, or another doubt; inactive means no such curve, though single readings can be large or run the other way;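 further: plate controls were no enzyme wells and a reference inhibitor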
GAA glycogen mod: qHTS Assay for Inhibitors and Activators of Human alpha-Glucosidase Cleavage of Glycogen; 300,000 compounds, 0.38% hits; AID 2100, 2009; Lysosomal alpha-glucosidase (Homo sapiens), P10253; Potency, µM (titrated, usually from 76.4 µM), inactives show at the top dose activity change, negative = inhibition, actives largely listed as inhibitors; recombinant GAA, glycogen substrate, Amplex Red glucose oxidase fluorescence;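 further: 0% = full enzyme reaction and -100% = no-enzyme basal signal; the screen sought inhibitors and activators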
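Recombinant human alpha-glucosidase (4 nM final) hydrolysed bovine liver glycogen (30 ug) for 40 min at 37 C in pH 5.0 citrate/phosphate with 0.01% Tween-20. Released glucose detected by glucose oxidase/Amplex Red, Ex 573/Em 610 nm. Compounds up to 77 uM; AC50 from Hill fits.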
Tau fluor cs: Counterscreen qHTS for Inhibitors of Tau Fibril Formation, Fluorescence Polarization | tau K18 P301L (four-repeat tau fragment) Alexa594 fluorescence, heparin fibrillization | Potency, µM (highest dose often 57.7 µM), without a hit: top-dose activity change, negative = decrease | 280,000 compounds, 0.93% hits | AID 1463, 2008; further: on the % scale 0 is the no-effect control and ±100 the full control effect; nearly all actives have a fitted effect of over 55% in size
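Human K18 P301L tau (15 uM unlabeled plus 0.24 uM Alexa 594-labeled, final) in 100 mM sodium acetate pH 7 was mixed with compound and 20 uM heparin and incubated 6 hr at 37 C.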
GLA spleen mod: qHTS Assay for Inhibitors and Activators of Human alpha-Galactosidase From Spleen Homogenate | Alpha-galactosidase A (Homo sapiens), P06280 | human spleen homogenate, 4MU-alpha-Gal fluorescence, 40 min | Potency, µM (titrated, usually from 80 µM), for the others: top-dose activity change, negative = inhibition, most hits filed as inhibitors | 240,000 compounds, 0.008% hits | AID 2107, 2009;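 further: 0% = enzyme with vehicle and -100% = no enzyme basal signal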
Target sequence (P06280 32-429 limits assumed): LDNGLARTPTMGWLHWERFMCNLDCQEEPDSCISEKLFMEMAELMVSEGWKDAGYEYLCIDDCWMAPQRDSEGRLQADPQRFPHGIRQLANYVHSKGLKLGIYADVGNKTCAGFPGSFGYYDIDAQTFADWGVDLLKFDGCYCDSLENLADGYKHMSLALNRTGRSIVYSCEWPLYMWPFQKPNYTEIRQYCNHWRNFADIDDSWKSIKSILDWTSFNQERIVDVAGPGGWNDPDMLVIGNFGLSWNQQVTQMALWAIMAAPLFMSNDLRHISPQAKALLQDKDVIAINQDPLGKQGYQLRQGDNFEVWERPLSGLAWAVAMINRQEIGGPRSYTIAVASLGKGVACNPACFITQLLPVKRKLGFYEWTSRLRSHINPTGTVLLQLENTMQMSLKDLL
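Fluorogenic readout (Ex 365/Em 440 nm) of 4-methylumbelliferone released from 1 mM 4-MU-alpha-galactoside by spleen homogenate, 40 min at 37C, pH 5.0. Data normalized to no-enzyme and enzyme controls; Hill-equation AC50 from compound titrations.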
GAA inhib: qHTS Assay for Inhibitors of Human alpha-Glucosidase as a Potential Chaperone Treatment of Pompe Disease; Lysosomal alpha-glucosidase (Homo sapiens), P10253; purified human GAA, 4-MU-alpha-glucoside fluorescence; Potency, µM (series often up to 76.9 µM), without a hit: top-dose activity change, negative = inhibition, hits mostly inhibitors; 200,000 compounds, 0.005% hits; AID 1466, 2008;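 further: plate controls were uninhibited enzyme wells for no effect and no-enzyme background for full effect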
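Human enzyme at 4 nM with 400 uM 4-methylumbelliferyl-alpha-D-pyranoside, citrate/phosphate buffer pH 5.0, 0.005% Tween-20, 20 min at room temperature. Compounds up to 77 uM. 4-MU fluorescence (Ex 365/Em 440) read after NaOH/glycine stop; AC50 from Hill fit.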
Starred values were filed as active, the others as inactive; ? = inconclusive; nt = not tested or not shown; & = joins results of further samples; [ ] = dose if it differs, or a comment. Unless noted, the call rests on the fitted dose curve; in most records, active means well fitted curve in the direction sought with a large enough effect; inconclusive means small, poorly fitted or top-dose-only effect, or another doubt; inactive means no such curve, though single readings can be large; an effect the other way counts as inactive or inconclusive. Potency means the concentration at half of the fitted maximal effect. An excerpt; count on the stated rates, not on these rows.

# | mol | ALDH1A1 block | Epigenetic reg | NPSR antag | Tau fluor cs | GAA inhib | GAA spleen mod | GAA glycogen mod | GLA spleen mod
1 | CC(C)(C)NCc1cc(Cl)ccc1OCc1ccccc1F | 8% | 3.0% | -6% | 5% | -5% | -2% | 16% | -1%
2 | CCOC(=O)c1ccc(S(=O)(=O)N2CCN(C3CCCC3)CC2)cc1 | ? | 0.0% | -7% | 14% | ? | 5% | -11% | 3%
3 | CC1(C(=O)NCC2CC2)C=CC2(CCCCC2)N1C(=O)c1ccccc1 (stereo unspecified) | -10% | -2.3% | nt | -3% | nt | -1% | 17%[76.3 µM] | 4%
4 | COc1ccc(N=Cc2cc(Cl)ccc2O)cc1Cl | 11% | 1.3% | -33% | -26% | 5% | -8% | 7% | -18%
5 | COc1ccc(/C=N/OCC(=O)NCC(C)C)c(OC)c1 | 9% | 1.1% | 6% | -1% | 9% | 3% | -6% | 1%
6 | CCCN(CC1CC1)C(=O)COC(=O)c1[nH]c(C)c(C(=O)OCC)c1C | -4% | -4.8% | ? | -19% | -7% | -5% | 7% | -5%
7 | COc1ccc(NC2SC(=O)N(C)C2=O)cc1 (stereo unspecified) | -1% | -1.5% | 20% | -1% | 8% | 3% | ? | 4%
8 | COc1ccc(/C(C)=N\NS(C)(=O)=O)c(OC)c1 | 8% | 8.2% | 9% | 4% | -2% | 10% | -17% | 10%
9 | Clc1cccc(Cl)c1CNC1CCCC1 | -7% | 3.8% | ? | 8% | -14% | -8% | 9% | ?
10 | O=C(Nc1cccc2cccnc12)c1cccc2ccccc12 | -8% | -0.2%&2.1% | -27%[46.1 µM] | ? | -1% | -18% | 6%[76.3 µM] | 10%
11 | CSc1nc(N2CCN(c3ccccc3)CC2)cc(N2CCN(c3ccccc3)CC2)n1 | -1% | 1.3% | -13% | -14% | -2% | 9% | 0% | 5%
12 | Cc1cccc(-c2oc(C)c(C)[n+]2[O-])c1 | 3.5µM* | -4.5% | -10%[46.1 µM] | -4% | 1% | 1% | 2% | 10%
13 | CCOC(=O)CN1CC23C=CC(O2)C(C(=O)NCc2ccc(C)cc2)C3C1=O (stereo unspecified) | -3% | 0.2% | 17%[46.1 µM] | 3% | -9%[15.4 µM] | 4% | 1% | 8%
14 | CCc1ccc(NC(=O)Nc2c(C)n(C)n(-c3ccccc3)c2=O)cc1 | 6% | 1.1% | 9% | -2% | 7% | 1% | -5% | 3%
15 | Cc1ccc(C(=O)Nc2ccc(Cl)cn2)cc1 | 0% | 0.7% | -4%[46.1 µM] | -10% | 0% | 2% | 2% | 3%
16 | COC(=O)CCN(C1CCCCC1)S(=O)(=O)c1ccc(S(=O)(=O)N2CCCCC2)cc1 | 1.8µM* | -0.8% | -15%[46.1 µM] | -9% | -8% | -5% | -9% | -1%
17 | Cc1cc(N2CCCC2)nc(-c2ccccc2O)n1 | ? | -1.5% | ? | -2% | 1% | 1% | -5% | 1%
18 | O=C(OCc1cn(Cc2ccccc2)nn1)c1ccccc1 | nt | -1.3% | 11% | 2% | nt | -7% | 11% | 0%
19 | C=CCN1C=C2C(=O)C(C)(OC(=O)c3ccc(OC)cc3)C(=O)C(c3ccco3)=C2C=C1CCCC (stereo unspecified) | 4%[13.5 µM] | 4.4% | -32% | -2%[11.6 µM] | nt | -11%[17.4 µM] | -12% | 0%[17.5 µM]
20 | O=C1C(CCCNC(=S)NCc2ccccc2)NC(=S)N1Cc1ccccc1 (stereo unspecified) | 32µM* | -1.8% | -17% | -29% | -8% | -4% | ? | -12%
21 | O=C(NC(=S)NCCC1=CCCCC1)c1cccnc1 | 14µM* | -4.7% | 21% | -19% | -5% | -1% | -16% | 6%
22 | Cc1c(Cl)c([N+](=O)[O-])nn1CC(=O)NC1CCCCC1 | 13% | -1.1% | -1%[46.1 µM] | -7% | -1% | 0% | 3% | -7%
23 | O=C(N/N=C/c1ccncc1)c1cc([N+](=O)[O-])cc([N+](=O)[O-])c1 | 5% | 2.3% | 1%[46.1 µM] | -14% | -8% | 7% | 4% | 5%
24 | COc1ccc(N2CCN(C(=O)C(CCSC)N=C3NS(=O)(=O)c4ccccc43)CC2)cc1 (stereo unspecified) | 0% | -1.0% | -8%[46.1 µM] | ? | -1% | 1% | -2% | 5%
25 | CCOC(=O)c1ccc(S(=O)(=O)N2CCC(C(=O)OCC)CC2)cc1 | 5% | 0.0% | -9%[46.1 µM] | -5% | 1% | -15% | 7% | 6%
26 | CC(C)(C)C(=O)OCc1nc(-c2ccc(F)cc2)cs1 | nt | 8.7% | 6% | -8% | nt | -2% | 2% | 5%
27 | Cc1ccc(S(=O)(=O)/C=C\C#N)cc1 | 0.011µM* | -1.1% | nt | -8% | nt | 16% | nt | 4%
28 | COc1ccc(OC)c(C(O)CNC(=O)CN)c1 (stereo unspecified) | -1% | -1.3% | nt | -2% | nt | -3% | nt | -4%
29 | COc1ccccc1N(CC(O)COc1ccc(C)cc1)S(=O)(=O)c1ccccc1 (stereo unspecified) | 5% | -0.9% | -23%[46.1 µM] | -13% | ? | 6% | 9% | 5%
30 | CC(=O)Nc1ccc(Sc2ccccc2C(=O)N2CCCC2)cn1 | ? | 1.3% | 12% | 10% | 13% | -16% | 11% | -29%
31 | CCOC(=O)c1sc(NC(=O)c2ccc(Br)o2)cc1C | ? | 0.7% | -16%[46.1 µM] | ? | -5% | -4% | -9% | 2%
32 | O=C(COc1ccc(Cl)cc1)Nc1nnc(-c2ccco2)o1 | 2% | 2.6% | 9% | -10% | -33% | nt | 3% | -2%
33 | CC1(C)CC2(CC(C)(C)NC(=O)N2)NC(=O)N1 | 10% | 1.6% | -13%[46.1 µM] | -5% | 2% | 3% | -15% | 1%
34 | Cc1[nH]c2c(C(=O)N3CCCC(CCC(=O)NCc4ccccc4F)C3)cccc2c1C (stereo unspecified) | -12% | 2.1% | -19% | 7% | ? | 5% | -16% | 10%
35 | O=C(NCc1cccs1)C1CCCN(S(=O)(=O)c2cccs2)C1 (stereo unspecified) | 0% | 0.0% | -10%[46.1 µM] | -4% | -1% | -6% | -22% | -2%
36 | CSc1nc(-c2ccccc2)c(C#N)c(=O)[nH]1 | nt | -0.7% | -48% | -5% | nt | 1% | 0% | 4%
37 | Cc1nnc(NC(=O)CSc2n[nH]c(-c3ccccc3)n2)s1 | ? | -3.8% | 0% | -1% | ? | 5% | 5% | -11%
38 | CCN(CC)c1ccc(N2C(=O)/C(=C/c3cccnc3)SC2=S)cc1 | 1% | -3.3% | 3%[46.1 µM] | -22% | 2% | -8% | -3% | -9%
39 | CCOC(=O)c1nc(Nc2ccc(N3CCC(C)CC3)cc2)c2ccccc2n1 | -3% | 0.0% | ? | 11µM*[quencher] | nt | 5% | 4% | 6%
40 | O=C(Nc1ccc(Cl)c(Cl)c1)Oc1ccc(NC(=O)c2ccco2)cc1 | 3% | -2.9% | -3%[46.1 µM] | ? | -5% | -18% | -15% | 5%

The list goes on (six carried over from the part before).
# | mol | ALDH1A1 block | Epigenetic reg | NPSR antag | Tau fluor cs | GAA inhib | GAA spleen mod | GAA glycogen mod | GLA spleen mod
35 | O=C(NCc1cccs1)C1CCCN(S(=O)(=O)c2cccs2)C1 (stereo unspecified) | 0% | 0.0% | -10%[46.1 µM] | -4% | -1% | -6% | -22% | -2%
36 | CSc1nc(-c2ccccc2)c(C#N)c(=O)[nH]1 | nt | -0.7% | -48% | -5% | nt | 1% | 0% | 4%
37 | Cc1nnc(NC(=O)CSc2n[nH]c(-c3ccccc3)n2)s1 | ? | -3.8% | 0% | -1% | ? | 5% | 5% | -11%
38 | CCN(CC)c1ccc(N2C(=O)/C(=C/c3cccnc3)SC2=S)cc1 | 1% | -3.3% | 3%[46.1 µM] | -22% | 2% | -8% | -3% | -9%
39 | CCOC(=O)c1nc(Nc2ccc(N3CCC(C)CC3)cc2)c2ccccc2n1 | -3% | 0.0% | ? | 11µM*[quencher] | nt | 5% | 4% | 6%
40 | O=C(Nc1ccc(Cl)c(Cl)c1)Oc1ccc(NC(=O)c2ccco2)cc1 | 3% | -2.9% | -3%[46.1 µM] | ? | -5% | -18% | -15% | 5%
41 | CC1=CC(C)(C)Nc2ccc(OS(=O)(=O)c3ccc(C)cc3)cc21 | 1.1µM* | ? | ? | 5µM*[quencher] | -1% | -22% | -10% | 11%
42 | COCCn1c(SCc2nc3ccccc3c(=O)[nH]2)nc2ccccc2c1=O | 3% | -1.0% | 26% | -14% | -7% | -1% | 2% | 9%
43 | O=C(O)CCCCCn1c(SCC(=O)N2CCCC2)nc2ccsc2c1=O | -5% | -1.1% | -2%[46.1 µM] | 3% | 3% | -6% | 10% | 2%
44 | CCCC(c1nnnn1CCC(C)C)N1CCC(C(N)=O)CC1 (stereo unspecified) | -10% | -0.9% | 0%[46.1 µM] | 8% | ? | -2% | 12% | 2%
45 | Cc1ccc(C2Oc3ccccc3C3=C2C(c2cccs2)n2ncnc2N3)cc1 (stereo unspecified) | 11µM* | 1.0% | -24%[46.1 µM] | -18% | -10% | 2% | -15% | 6%
46 | COC(=O)c1ccc(C)c(NS(=O)(=O)c2ccc(OC)cc2)c1 | 0.79µM* | 6.4% | ? | -16% | -3% | 2% | 1% | 2%
47 | Cn1ccc(NC(=O)Nc2cccc(C(F)(F)F)c2)n1 | 6% | -3.2% | -3% | -17% | 12% | -2% | 20% | -1%
48 | CSC1=NNC(c2ccc(C(C)(C)C)cc2)=NN1 | nt | 0.0% | 13% | 2% | nt | -2% | 4% | 2%
